PfGluPho inh = PfG6PD (Plasmodium falciparum) enzyme inhibition. PfGluPho enzyme, NADPH resazurin-diaphorase fluorescence. inhibition, % at 20 µM. 350,000 tested, 0.78% active. AID 504690;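 active = inhibition reaching at least a set limit at 20 µM in the primary screen, cut at about 59% in these data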;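 note: 0% = DMSO wells with substrate and 100% = DMSO wells lacking glucose-6-phosphate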
HKDC1 inhibitor = inhibitors of human hexokinase HKDC1. 340,000 tested, 0.16% active. Q2TB90. recombinant HKDC1, G6PDH/diaphorase resazurin coupled fluorescence. inhibition, % at 20 µM;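 active = inhibition above about 35% when tested at 20 µM, limit read from the data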;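 note: plate controls were DMSO wells with enzyme for no effect and DMSO wells lacking enzyme for full effect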
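Assay system – recombinant HKDC1 (HK5) hexokinase enzyme, produced in-house · Input – HKDC1 at 5 µg/mL · Reagent – glucose plus 1 mM ATP as hexokinase substrates · Timing – 90 min reaction incubation at room temperature, dark · Measured by – G6PDH/diaphorase-coupled fluorescence, 1 mM NADP, 100 µM resazurin, 525/613 nm · Benchmarks – DMSO-enzyme wells negative, buffer-substituted wells positive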
SENP7 block = blocks the human protease SENP7; Q9BQF6; recombinant SENP7, Z-RLRGG-aminoluciferin luminescence, 40 min; inhibition, % at 5 µM; 330,000 tested, 1.5% active; AID 434973;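 active = inhibition above about 50% at the single test dose, limit read from the data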;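 note: plate controls were DMSO with enzyme for no effect and no enzyme buffer wells for full effect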
Apaf1 inhib = inhibitors of human Apaf-1 apoptosome; reconstituted apoptosome caspase-3 activity, DEVD-Rh110 fluorescence; AID 489030; 330,000 tested, 0.71% active; O14727; inhibition, % at 20 µM; active = inhibition of at least 40% at 20 µM;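 note: plate controls were DMSO wells for no effect and DEVD-CHO caspase inhibitor wells for full effect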
Target sequence (O14727 whole entry, looked up): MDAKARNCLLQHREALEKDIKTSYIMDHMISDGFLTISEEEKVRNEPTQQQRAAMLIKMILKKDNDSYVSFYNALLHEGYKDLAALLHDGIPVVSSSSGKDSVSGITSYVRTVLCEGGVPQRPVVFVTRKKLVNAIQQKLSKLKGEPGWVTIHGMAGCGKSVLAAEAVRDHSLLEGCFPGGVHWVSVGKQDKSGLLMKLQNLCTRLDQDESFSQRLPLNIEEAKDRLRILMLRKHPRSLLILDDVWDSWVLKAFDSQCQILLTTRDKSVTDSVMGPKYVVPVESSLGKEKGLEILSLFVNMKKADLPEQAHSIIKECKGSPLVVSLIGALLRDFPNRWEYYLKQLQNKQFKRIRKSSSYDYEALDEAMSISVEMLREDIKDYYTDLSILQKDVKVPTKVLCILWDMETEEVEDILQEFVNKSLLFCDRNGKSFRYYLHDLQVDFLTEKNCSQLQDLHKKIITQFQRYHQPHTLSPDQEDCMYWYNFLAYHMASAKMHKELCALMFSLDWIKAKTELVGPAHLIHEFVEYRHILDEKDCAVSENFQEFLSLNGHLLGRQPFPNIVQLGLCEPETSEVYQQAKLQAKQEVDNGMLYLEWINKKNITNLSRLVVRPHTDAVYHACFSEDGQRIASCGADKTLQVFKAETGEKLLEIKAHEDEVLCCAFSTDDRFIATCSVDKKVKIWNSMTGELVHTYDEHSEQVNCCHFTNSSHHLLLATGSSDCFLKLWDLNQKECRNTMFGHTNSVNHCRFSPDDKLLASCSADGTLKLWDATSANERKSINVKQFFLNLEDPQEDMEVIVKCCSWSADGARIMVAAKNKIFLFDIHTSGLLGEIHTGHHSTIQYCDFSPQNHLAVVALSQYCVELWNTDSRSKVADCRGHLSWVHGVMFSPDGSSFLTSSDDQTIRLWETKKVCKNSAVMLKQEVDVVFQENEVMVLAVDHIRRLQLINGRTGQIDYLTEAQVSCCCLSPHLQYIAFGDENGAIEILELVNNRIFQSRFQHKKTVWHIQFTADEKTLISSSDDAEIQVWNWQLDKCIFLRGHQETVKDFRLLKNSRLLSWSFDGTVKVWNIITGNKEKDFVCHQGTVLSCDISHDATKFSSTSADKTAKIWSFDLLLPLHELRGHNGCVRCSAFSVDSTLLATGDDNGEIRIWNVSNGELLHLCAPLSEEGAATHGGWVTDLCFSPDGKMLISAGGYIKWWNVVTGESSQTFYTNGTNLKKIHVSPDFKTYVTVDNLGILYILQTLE
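detection = Rh110 fluorescence intensity | test system = biochemical Apaf-1 apoptosome reconstitution | also added = cytochrome c and DEVD-Rh110 substrate | schedule = 30 min plus 50 min, RT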
SENP6 inh = blocks the human protease SENP6. Recombinant SENP6 catalytic domain, aminoluciferin luminescence. inhibition, % at 10 µM. 330,000 tested, 1.8% active. AID 2599;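 active = inhibition above about 50% at the single tested dose, limit read from the data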;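 note: plate controls were DMSO wells with enzyme for no effect and DMSO wells lacking enzyme for full effect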
SENP1 inh = blocks the human SENP1 SUMO protease catalytic domain; 360,000 tested, 0.21% active; recombinant SENP1 catalytic domain, CyPet-SUMO1-YPet FRET cleavage; inhibition, % at 10 µM;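 active = inhibition at least 30% at 10 µM, raw YFP signal under a set limit, fluorescence ratio 0.5 to 1.5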;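 note: 0% = enzyme with DMSO and 100% = no enzyme wells; some results filed as inactive read as strong as hits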
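System: Recombinant human SENP1 catalytic domain, His6-tagged | Incubation: Enzyme reaction for 50 min at room temperature, dark | Medium: Tris pH 8 with BME, BSA, NP40 and catalase | Also added: 25 nM SUMO1 FRET substrate | Compound: 10 µM single point, 0.5% DMSO | Measured by: FRET fluorescence in CFP and YFP emission channels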
SENP8 block-1 = SENP8 (human) protease inhibition. inhibition, % at 20 µM. recombinant SENP8, Nedd8 substrate fluorescence. AID 602440. 360,000 tested, 0.64% active. Q96LD8; in the data active = inhibition mostly above about 40%, no sharp cut-off; inactive = mostly below about 27%
SENP8 block-2 = blocks the human protease SENP8 | purified SENP8, Z-RLRGG-aminoluciferin cleavage, luminescence | AID 2540 | 330,000 tested, 1.2% active | Q96LD8 | inhibition, % at 10 µM; in the data active = inhibition above about 50%
The depositor's hits bear a star; i = inactive; . = no result given. This is a random part of the collection (roughly 3.6% active in at least one column).

Molecule,SENP7 block,PfGluPho inh,SENP8 block-2,Apaf1 inhib,SENP6 inh,SENP1 inh,HKDC1 inhibitor,SENP8 block-1
O=C(CCn1c(=O)c2sccc2n(Cc2cc(=O)n3ccccc3n2)c1=O)NCc1ccco1,-9,-11,3,6,-5,0,-8,-130
CC(NC(=O)C(c1ccccc1)c1ccccc1)c1ccccc1 (configuration not stated),-9,1,0,-12,-6,3,1,17
CCOC(=O)NCc1ccc2[nH]c(C)cc2c1,-12,5,-6,15,3,-16,10,-14
Cc1cc(C(=O)N/N=C/c2ccc(N(C)C)o2)cs1,-19,31,7,-9,-9,0,9,-35
N#CC1=C(N)C(C#N)(C#N)C(c2cccnc2)C2CN(C(=O)OCc3ccccc3)CC=C12 (configuration not stated),-4,-9,4,8,-20,-31,1,-109
CCOc1ccccc1C(=O)Nc1cccc2cccnc12,9,8,-13,18,-14,0,-3,-81
Brc1ccccc1/C=N/Nc1ccc2ccccc2n1,70*,36,49,14,75*,-1,-5,-129
CCOC(=O)C1=C(O)c2ccccc2C(=O)/C1=C\c1ccc(C)cc1,.,96*,.,.,.,-19,67*,-202
COc1ccc(C(=O)NC2CCSc3ccccc32)cc1F (configuration not stated),6,31,-4,6,-20,-2,-3,14
CCCC(=O)Nc1sc(C)c(C)c1C(=O)Nc1cccc(C)c1,2,2,-1,6,-17,2,0,-1

Full records, looked up by structure. Values in the order: SENP7 block | PfGluPho inh | SENP8 block-2 | Apaf1 inhib | SENP6 inh | SENP1 inh | HKDC1 inhibitor | SENP8 block-1
Listed for `COc1ccc(C(=O)NC2CCSc3ccccc32)cc1F` (configuration not stated) → 6 | 31 | -4 | 6 | -20 | -2 | -3 | 14
Listed for `CCCC(=O)Nc1sc(C)c(C)c1C(=O)Nc1cccc(C)c1` → 2 | 2 | -1 | 6 | -17 | 2 | 0 | -1
Listed for `CCOC(=O)C1=C(O)c2ccccc2C(=O)/C1=C\c1ccc(C)cc1` → . | 96* | . | . | . | -19 | 67* | -202
Listed for `CCOC(=O)NCc1ccc2[nH]c(C)cc2c1` → -12 | 5 | -6 | 15 | 3 | -16 | 10 | -14

Remaining list, next part.
Molecule,SENP7 block,PfGluPho inh,SENP8 block-2,Apaf1 inhib,SENP6 inh,SENP1 inh,HKDC1 inhibitor,SENP8 block-1
COc1cc(C(=O)NNC(=O)c2ccc(S(=O)(=O)N3CCCCC3)cc2)cc(OC)c1OC,-2,-7,-7,-8,3,3,-4,15
CN(C)C(CNC(=O)CCNC(=O)c1ccc(Cl)cc1)c1ccco1 (configuration not stated),-9,4,-5,-2,4,-3,-5,-4
Cc1cc(C(=O)NC2CCCc3c2cnn3-c2ccc(C(C)(C)C)cc2)n[nH]1 (configuration not stated),-2,7,1,13,7,1,-2,2
Cc1ccc(C2=Nc3ccc(Br)cc3C(c3ccncc3)=NN2)cc1,-3,5,-11,9,-5,1,-7,14
COC(=O)c1sc(NC(=O)COC(=O)C2CCC2)c(C(=O)OC)c1C,5,7,3,4,7,1,0,9
COc1ccc(OC)c2sc(N(CCN(C)C)C(=O)c3ccc4ccccc4c3)nc12,-3,17,-9,22,-11,3,1,18
CC(C)C(Nc1ccc(S(=O)(=O)N2CCOCC2)cc1[N+](=O)[O-])C(=O)O (configuration not stated),1,-7,-2,-3,0,-1,0,18
Cc1nn(C)cc1S(=O)(=O)N1CCN(c2cccc(Cl)c2)CC1,-1,-5,-5,14,2,1,-4,7
CC(=O)/C(=N/Nc1ccccc1)Sc1nnc(C(O)c2ccccc2)n1-c1ccccc1 (configuration not stated),1,9,8,2,20,0,-2,18
CC(=O)N1CCc2cc(N=NC3=C(O)CC(C)(C)CC3=O)ccc21,9,4,3,8,6,67*,-11,24
O=C(COc1ccc(Cl)cc1Cl)Nc1ccc(-c2ccc(N3CCOCC3)nn2)cc1,1,5,-4,15,0,1,-5,-63
CNC(=O)/C(=N\O)c1ccccc1,8,.,-7,-6,-6,.,.,.
COc1ccc(C[C@H]2CN3C(=NC[C@@H]3Cc3ccc(O)cc3)N2CCNC(=O)c2ccc(C)c(Br)c2)cc1,-6,2,-15,33,-19,1,0,16
CCNC(=S)NC1CC2CCC(C1)N2Cc1ccccc1 (configuration not stated),-6,-4,-7,-10,-16,4,2,18
Cc1sc(NC(=O)CSc2ncn(-c3ccccc3)n2)nc1-c1ccccc1,-11,9,-5,9,-5,0,7,6
O=C(Nc1cccc(F)c1)C1CCN(C(=O)c2ccco2)CC1,-9,-6,-1,3,-28,0,0,12
CC1Cc2cc(S(=O)(=O)CCC(=O)N3CCN(c4ccccc4)CC3)ccc2N1C(=O)C1CC1 (configuration not stated),5,-3,-2,-2,3,2,1,10
CN1CCC(N(C)C(=S)NC(=O)c2cc(-c3cccc(Br)c3)nc3ccccc23)CC1,-3,-9,-8,-1,-19,2,1,9
NC(N)=N/N=C(\N=Nc1ccccc1)c1cccc2cccnc12,.,4,.,.,.,0,4,13
Cc1nc2c(c3c1[nH]c1ccccc13)C(=O)CC(C)(C)C2,-4,14,-14,8,-19,-43,3,i
O=C(CN1C(=O)c2ccccc2C1=O)OCC(=O)N1CCc2ccccc2C1,11,0,4,-4,-3,-1,2,30
C[C@@H]1CC=C[C@H]2[C@H]1C(=O)N(Cc1ccccc1)[C@H]2c1ccc(-c2ccc(N(C)C)cc2)cc1F,1,18,-5,16,8,-2,2,i
CCNC(=S)NNC(=O)c1csc(C)c1,1,0,-2,-6,1,2,-12,13
COc1cc([N+](=O)[O-])ccc1NC(=O)Nc1cccnc1,0,15,3,13,-5,2,-1,5
Cc1ccc(-n2cnc3c(=O)[nH]cnc32)cc1[N+](=O)[O-],.,12,.,.,.,2,-7,2
N#Cc1cccc(NC(=O)Cc2ccsc2)c1,-6,-14,-8,5,-18,2,-3,8
Oc1c(C(c2ccccc2)N2CCCCC2)sc2ncnn12 (configuration not stated),-12,8,3,-12,-2,0,-6,16
Cc1ccc(NC(=O)CS(=O)CC(=O)N(C2CCCC2)C(C)C(=O)NC2CCCCC2)cc1 (configuration not stated),7,-2,-1,9,14,1,-5,7
CC(=O)Oc1ccc(-c2nc3cc(Cl)ccc3c(=O)o2)cc1,4,-4,-6,0,-7,5,7,-21
O=C(c1ccc(Cl)cc1)c1cc(-c2ccccn2)c(N2CCOCC2)s1,0,16,-1,19,-4,-25,3,-138
CCCCCCn1c(=O)[nH]c2nc3cc(N)c(C)cc3nc2c1=O,.,21,.,.,.,-26,16,-70
COc1ccc(C(=O)Nc2cc(C)nn2-c2cccc(F)c2)cc1OC,8,-4,3,6,-1,-1,-3,8
O=C(COC(=O)CNC(=O)c1ccccc1F)Nc1ccc2c(c1)OCCO2,-1,1,-2,-10,-14,3,-15,9
C=CCn1c(=S)[nH]c2scc(-c3ccco3)c2c1=O,-6,25,2,17,-88,-13,18,-10
CC[C@]12c3[nH]c4cc(CCC(=O)N(C)C)ccc4c3CCN1C(=O)[C@@H](CC(=O)NCCc1ccccn1)C[C@@H]2C(=O)N1CCN(C(=O)C2CC2)CC1,8,-5,.,8,.,-2,2,12
COc1cccc(NC(=O)NCCc2ccc(Cl)cc2)c1,-4,-9,3,0,-1,2,-10,12
CC(C(=O)Nc1ccccc1)N1CCN(C(=O)c2ccco2)CC1 (configuration not stated),-4,13,7,-11,19,-1,-1,16
C/C(N)=C(/C#N)C(=O)CSc1nc2ccccc2c(=O)n1Cc1ccc(C)cc1,3,3,12,-1,-18,-1,-1,-2
O=C(O)c1ccc(NC(=O)c2cccc(C(=O)Nc3ccc(C(=O)O)cc3)c2)cc1,2,-1,39,2,-4,1,3,6
COc1cc(/C=C/C(=O)O)cc2c1OCCO2,4,-15,3,-22,-3,2,-4,12
Nc1[nH]nc2nc3ccccc3cc12,-6,15,-4,3,-12,-5,-4,10
Cc1ccc(NC(=O)Cn2cccc2)cc1Cl,-6,2,7,-9,-3,1,-8,-2
CC(C)[C@H](NC(=O)[C@H]1N2C(=O)c3ccccc3C2SC1(C)C)C(=O)NCc1ccco1 (some centres not stated),0,9,8,3,7,0,-2,4
CN1CCc2c(sc3c2c(=O)n(-c2ccc(Cl)cc2)c2nncn32)C1,-1,20,2,8,4,-14,-2,-17
Cc1ccc(-c2csc3ncnc(SCC(=O)Nc4nnc(C)s4)c23)cc1,-5,-54,3,11,-3,-3,9,6
C#CCSc1nnc(-c2ccc([N+](=O)[O-])cc2)o1,-8,-2,-14,0,-16,-8,-7,11
O=C(NCc1ccccc1Cl)C1CCCN1C(=O)Nc1ccccc1 (configuration not stated),4,-11,-9,-1,-9,2,5,9
COCCCn1cnc2c(c1=O)c1nc3ccccc3nc1n2CCc1ccccc1,0,6,8,14,-13,-5,0,-498
Cc1ccc(NC(=O)Cn2c(CCC(=O)O)ccc2-c2cccs2)cc1Cl,-4,-11,-6,2,-11,-36,-2,-199
COc1c(Cl)cc(-c2noc(C)c2C(=O)NCc2ccccc2)cc1Cl,3,4,0,12,-8,4,-1,7

New compounds follow:
Molecule,SENP7 block,PfGluPho inh,SENP8 block-2,Apaf1 inhib,SENP6 inh,SENP1 inh,HKDC1 inhibitor,SENP8 block-1
O=S(=O)(c1ccccc1)N1CCN=C1SCc1ccccc1Cl,7,78*,0,10,14,-1,3,2
O=c1[nH]cc(N(CCO)CCO)c(=O)[nH]1,5,3,-6,-10,-13,2,-9,25
COc1ccc(OC)c(C2=NOC(C(=O)NCc3ccccn3)C2)c1 (configuration not stated),2,7,-6,-18,-16,2,-1,-56
CC(C)(C)NC(=O)NC(=O)CSc1nnc(-c2ccccc2F)n1N,3,-8,5,7,-16,0,-3,15
Nc1ccc(C(=O)OCC(=O)NC2CCS(=O)(=O)C2)cc1[N+](=O)[O-] (configuration not stated),-5,-2,-7,-10,8,2,-9,14
O=C(Nc1cccc(S(=O)(=O)N2CCCC2)c1)c1ccc2c(=O)n3c(nc2c1)CCCCC3,-1,27,1,7,3,-2,-8,11
O=C(Nn1cnc2ccccc2c1=O)c1ccc([N+](=O)[O-])cc1,2,-4,-2,2,-10,2,-8,18
CCOc1ccc(Nc2nc3cc(S(=O)(=O)N(CC)CC)ccc3o2)cc1,-4,62*,-6,7,-3,-1,-8,20
COc1ccc(N2C(=NC(=O)C(C)Oc3ccccc3)SC3CS(=O)(=O)CC32)cc1 (configuration not stated),5,1,5,-6,4,0,-2,3
COC(=O)CNc1cc(S(=O)(=O)N2CCCCC2)ccc1Oc1ccc(C(=O)OC)cc1,-5,-6,-9,26,-25,1,-3,14
Nc1nc2ccc(-c3nc4ccccc4o3)cc2s1,35,-14,37,4,50,-25,-6,i
CC(OC(=O)c1ccc2ncsc2c1)C(=O)N1CCCC1 (configuration not stated),-7,.,-7,7,-18,.,.,.
CN(CC(=O)NCc1ccccc1)S(=O)(=O)c1cnc[nH]1,13,-14,3,-28,-24,1,-10,0
CCN1CCN(c2ccc(S(=O)(=O)N3CCCCC3)cc2NC(=O)c2ccc(F)cc2)CC1,3,-7,-1,-2,-2,0,-1,24
CCCS(=O)(=O)N1CCN(C(=O)c2cc(OC)cc(OC)c2)CC1,8,7,-3,-1,0,0,14,8
